Assay outcomes from PubChem.
D2 ag – activates the human D2 dopamine receptor | P14416 | HEK293 T-REx D2 cells, calcium flux agonist mode | activation, % at 2 µM | hit rate 0.53% among 340,000 | AID 485358;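 active = activation over 3 SD above normal in the single-dose calcium agonist read, cut at about 30% in these data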; also: 0% is about no effect
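Tetracycline-induced HEK293 T-REx cells with force-coupled D2 receptor, plated overnight at 30 C, loaded with no-wash calcium dye. After a 10 s baseline, compound was pin-added and calcium flux read kinetically for 180 s; calcium rises flagged agonists.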
TRHR agonist – TRH receptor (human) agonism; P34981; TRHR cells, calcium flux fluo-8, FDSS agonist mode; activation, % at 2 µM; hit rate 0.18% among 360,000; AID 493084; in the data active = activation above about 30%; also: 0% is about no effect
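In this calcium-flux screen, cells bearing human TRHR are dye-loaded with fluo-8, baselined for 10 cycles, then exposed to library compounds; positive kinetic calcium responses during the agonist phase mark hits, with TRH as control.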
TrxR1 inh – blocks rat thioredoxin reductase 1; recombinant rTrxR1, NADPH fluorescence consumption, selenite substrate; Potency, µM (titrated, usually from 114 µM), without a hit: top-dose activity change, negative = inhibition, most hits filed as inhibitors; O89049; hit rate 1% among 390,000; also: potency is read from the fitted curve at half-maximal effect; % is scaled to controls: 0 for no effect and ±100 for the full control effect; nearly all actives have a fitted effect of over 65% in size
Target sequence (O89049 whole entry, looked up): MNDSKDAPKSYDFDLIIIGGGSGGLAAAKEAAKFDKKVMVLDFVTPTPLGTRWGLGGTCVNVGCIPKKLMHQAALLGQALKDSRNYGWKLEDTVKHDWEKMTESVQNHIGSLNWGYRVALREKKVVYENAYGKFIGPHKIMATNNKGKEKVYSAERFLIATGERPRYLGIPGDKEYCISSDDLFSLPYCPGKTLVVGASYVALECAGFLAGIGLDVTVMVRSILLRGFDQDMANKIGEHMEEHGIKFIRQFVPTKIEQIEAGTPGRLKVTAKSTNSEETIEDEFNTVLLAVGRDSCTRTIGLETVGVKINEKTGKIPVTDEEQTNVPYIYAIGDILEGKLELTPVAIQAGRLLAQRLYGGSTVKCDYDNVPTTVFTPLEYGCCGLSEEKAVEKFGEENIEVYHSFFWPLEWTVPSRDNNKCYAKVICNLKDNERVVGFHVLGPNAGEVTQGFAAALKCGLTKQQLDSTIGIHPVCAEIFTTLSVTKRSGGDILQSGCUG
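Rat TrxR1 (90 nM in the dispensed reagent) was pre-reduced with 400 uM NADPH for 5 min at room temperature, then incubated with compound for 15 min. After 400 uM selenite was added, NADPH fluorescence (Ex 340/Em 450 nm) was followed for 8 min.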
IDH1 R132H inh – human IDH1 R132H inhibition; Potency, µM (series often up to 76.6 µM), inactives show at the top dose activity change, negative = inhibition, most hits filed as inhibitors; O75874; IDH1-R132H enzyme, NADPH consumption, diaphorase/resazurin fluorescence; AID 602179; hit rate 0.093% among 390,000; also: potency is read from the fitted curve at half-maximal effect; % is scaled to controls: 0 for no effect and ±100 for the full control effect; nearly all actives have a fitted effect of over 65% in size
Target sequence (O75874 whole entry R132H, stated change not applied): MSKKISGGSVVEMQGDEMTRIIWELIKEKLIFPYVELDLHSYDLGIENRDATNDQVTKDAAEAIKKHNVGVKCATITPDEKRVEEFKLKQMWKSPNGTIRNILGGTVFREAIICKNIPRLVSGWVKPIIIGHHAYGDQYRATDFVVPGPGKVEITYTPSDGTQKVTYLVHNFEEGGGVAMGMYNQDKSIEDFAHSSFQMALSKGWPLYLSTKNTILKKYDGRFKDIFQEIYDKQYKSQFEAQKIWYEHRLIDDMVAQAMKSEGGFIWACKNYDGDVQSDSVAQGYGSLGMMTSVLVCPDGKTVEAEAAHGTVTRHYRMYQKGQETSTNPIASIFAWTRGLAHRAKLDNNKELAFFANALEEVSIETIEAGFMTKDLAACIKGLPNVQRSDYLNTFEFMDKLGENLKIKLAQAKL
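IDH1-R132H (0.5 ug/mL dispensed) in pH 7.5 Tris buffer was preincubated 30 min with compound, then given a substrate mix of 0.016 mM NADPH and 2 mM alpha-KG for 80 min at room temperature; remaining NADPH was read by diaphorase/resazurin fluorescence.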
TRHR enhancer – TRH receptor (human) allosteric enhancement | P34981 | TRHR cells, fluo-8 calcium fluorescence, EC20 TRH enhancement | enhancement, % at 2 µM | hit rate 0.66% among 360,000 | AID 493056; in the data active = enhancement above about 30%; also: 0% is about no effect
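TRHR-expressing cells loaded with fluo-8 calcium dye were read kinetically (ex 480/em 530) during compound addition, then stimulated with an EC20 of TRH (10 nM final). Enhancement of the Gq-mediated intracellular calcium response was scored.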
Pin1 inhibitor – human Pin1 inhibition; Q13526; Pin1 FP peptide displacement, HiFluor488, 10 min; hit rate 0.009% among 390,000; Potency, µM (highest dose often 115 µM), inactives show top-dose activity, negative = inhibition, actives largely listed as inhibitors; active = well fitted inhibition curve with a large enough effect in the polarisation, with a control signal flat, not every such curve was filed as active; inconclusive = small, poorly fitted or top-dose-only effect, or effect the other way, or a change in a side signal; inactive = no such curve, though single readings can be large or run the other way; the % refers to the polarisation; also: potency is read from the fitted curve at half-maximal effect; % is scaled to controls: 0 for no effect and ±100 for the full control effect
Target sequence (Q13526 whole entry, looked up): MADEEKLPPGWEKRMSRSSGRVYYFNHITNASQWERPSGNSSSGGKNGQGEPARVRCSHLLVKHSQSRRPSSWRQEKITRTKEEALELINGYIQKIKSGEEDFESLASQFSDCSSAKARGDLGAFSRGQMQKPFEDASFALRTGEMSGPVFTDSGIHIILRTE
D2 antagonist – antagonists of human D2 dopamine receptor | inhibition, % at 10 µM | hit rate 2% among 340,000 | P14416 | HEK293 TREx D2 cells, calcium flux, dopamine EC80; in the data active = inhibition above about 30%; also: 0% is about no effect
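Inhibition of EC80 dopamine-driven calcium flux, recorded kinetically, defines activity here; cells are a tetracycline-induced HEK293 T-REx line expressing force-coupled D2.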
USP1-UAF1 inh – blocks the human USP1/UAF1 deubiquitinase complex | Potency, µM (doses to about 57.1 µM), for the others: at the top dose activity change, negative = inhibition, most hits filed as inhibitors | recombinant USP1/UAF1, Ub-Rhodamine cleavage fluorescence | AID 743255 | hit rate 0.23% among 390,000; also: potency is read from the fitted curve at half-maximal effect; % is scaled to controls: 0 for no effect and ±100 for the full control effect; nearly all actives have a fitted effect of over 60% in size; inactives centre near -12
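USP1/UAF1 complex (1 nM) preincubated 15 min at room temperature with compound, then Ub-Rho substrate (150 nM final) added. Kinetic fluorescence at 480/540 nm over 6 reads at 60 s intervals; 50 mM HEPES pH 7.8, 0.5 mM EDTA, 0.1 mg/ml BSA, 1 mM TCEP, 0.01% Tween-20.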
TrxR1 substrate – substrates of rat thioredoxin reductase 1; Potency, µM (highest dose often 114 µM), for inactives: at the highest dose activity change, negative = substrate turnover; AID 588456; hit rate 0.01% among 390,000; purified TrxR1 substrate turnover, NADPH consumption readout; also: potency is read from the fitted curve at half-maximal effect; % is scaled to controls: 0 for no effect and ±100 for the full control effect; nearly all actives have a fitted effect of over 50% in size
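Rat TrxR1, dispensed at 90 nM, was prereduced with 400 uM NADPH (final) for 5 min at ~22 deg C, then incubated with compound 15 min before 400 uM selenite. A first-read NADPH fluorescence drop versus no-compound background flagged substrates.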
The depositor's hits bear a star; ? = inconclusive; / = not tested or not shown; & = joins results of further samples; [ ] = another dose, or the depositor's remark. Unless noted, calls follow the shape of the dose curve; as a rule, active = well fitted inhibition curve with a large enough effect; inconclusive = small, poorly fitted or top-dose-only effect; inactive = no such curve, though single readings can be large or run the other way. Not all compounds are listed (hit frequency here may not be typical).

SMILES	D2 ag	TRHR agonist	TrxR1 inh	IDH1 R132H inh	TRHR enhancer	Pin1 inhibitor	D2 antagonist	USP1-UAF1 inh	TrxR1 substrate
Cc1cc(C(=O)N2CCN(c3ccccn3)CC2)c(C)o1	0.2	0.1	7%	2%	0	-17%	1	4%	25%
CC1=C(C(=O)OCCC#N)C(c2cc3c(cc2Br)OCO3)NC(=O)N1 (configuration not stated)	-3.0	-1.5	39%[activator]	4%	-15	0%	19	-25%	12%
Cc1cccc2cc(C3CC(c4ccco4)=NN3C(=O)CCC(=O)O)c(Cl)nc12 (configuration not stated)	1.8	0.1	-15%	-2%	-3	-4%	3	-3%	-8%
COc1cccc2c1Oc1ncccc1N(C(=O)CCC(=O)NCc1ccccc1)C2	0.0	-0.1	15%	3%	-7	-4%	28	-12%	-3%
OCCc1c[nH]c2cc(F)ccc12	0.4	0.2	10%	-5%	0	-13%	9	-15%	0%
COc1ccc(C2SCC(=O)N2c2nnc(C34CC5CC(CC(C5)C3)C4)s2)cc1 (configuration not stated)	-0.4	0.1	11%	2%	1	1%	-16	-18%	1%
O=C(CCN1C(=O)COc2ccccc21)NCCN1CCc2ccccc2C1	3.2	-0.3	11%	-3%	1	-1%	2	-26%	-8%
CN(CC(=O)NC1CCN(Cc2ccccc2)CC1)S(=O)(=O)c1ccc(Cl)s1	0.2	0.5	7%	15%	0	0%	68*	-13%	10%
CCOC(=O)C(Oc1ccc2c(-c3ccccc3)cc(=O)oc2c1)c1ccccc1 (configuration not stated)	-0.4	0.2	13%[57.1 µM]	1%	-5	7%	5	-12%	9%[57.1 µM]
COc1ccc(Cl)cc1NC(=O)CSC1=Nc2ccccc2C2=NC(CCC(=O)NCc3ccc(F)cc3)C(=O)N12 (configuration not stated)	1.0	1.8	19%	-2%	-15	?	/	-5%	6%
Cn1cc(CC(=O)Nc2cccc(C#N)c2)c2ccccc21	0.4	1.1	19%[57.1 µM]	13%	2	-2%	-19	-18%	-5%[57.1 µM]
CC1CN(C(=O)COc2ccc3ccccc3c2)CC(C)O1 (configuration not stated)	/	/	18%	4%	/	-10%	/	-10%	7%

Of the compounds above, 5 contain a carbonyl joined to an NH by a bond outside any ring.
SMILES	D2 ag	TRHR agonist	TrxR1 inh	IDH1 R132H inh	TRHR enhancer	Pin1 inhibitor	D2 antagonist	USP1-UAF1 inh	TrxR1 substrate
COc1cccc2c1Oc1ncccc1N(C(=O)CCC(=O)NCc1ccccc1)C2	0.0	-0.1	15%	3%	-7	-4%	28	-12%	-3%
O=C(CCN1C(=O)COc2ccccc21)NCCN1CCc2ccccc2C1	3.2	-0.3	11%	-3%	1	-1%	2	-26%	-8%
CN(CC(=O)NC1CCN(Cc2ccccc2)CC1)S(=O)(=O)c1ccc(Cl)s1	0.2	0.5	7%	15%	0	0%	68*	-13%	10%
COc1ccc(Cl)cc1NC(=O)CSC1=Nc2ccccc2C2=NC(CCC(=O)NCc3ccc(F)cc3)C(=O)N12 (configuration not stated)	1.0	1.8	19%	-2%	-15	?	/	-5%	6%
Cn1cc(CC(=O)Nc2cccc(C#N)c2)c2ccccc21	0.4	1.1	19%[57.1 µM]	13%	2	-2%	-19	-18%	-5%[57.1 µM]

As a working copy, some entries already given.
SMILES	D2 ag	TRHR agonist	TrxR1 inh	IDH1 R132H inh	TRHR enhancer	Pin1 inhibitor	D2 antagonist	USP1-UAF1 inh	TrxR1 substrate
CCOC(=O)C(Oc1ccc2c(-c3ccccc3)cc(=O)oc2c1)c1ccccc1 (configuration not stated)	-0.4	0.2	13%[57.1 µM]	1%	-5	7%	5	-12%	9%[57.1 µM]
COc1ccc(Cl)cc1NC(=O)CSC1=Nc2ccccc2C2=NC(CCC(=O)NCc3ccc(F)cc3)C(=O)N12 (configuration not stated)	1.0	1.8	19%	-2%	-15	?	/	-5%	6%

Going on with the list.
SMILES	D2 ag	TRHR agonist	TrxR1 inh	IDH1 R132H inh	TRHR enhancer	Pin1 inhibitor	D2 antagonist	USP1-UAF1 inh	TrxR1 substrate
COCCN(C(=O)c1ccco1)c1nc(-c2ccccc2)cs1	0.8	0.0	6%[57.1 µM]	11%	-3	-2%	-12	-25%	5%[57.1 µM]
CC(C)(C)OC(=O)N(CCc1ccccc1)Cc1ccccc1OCc1cccc(NC(=O)C2CCCC2)c1	/	/	12%	8%	/	3%	/	-34%	1%
CCSc1ncc(/C=N/Nc2ccc([N+](=O)[O-])cc2)n1C	11	23	8%[57.1 µM]	0%	4	72%[activator]	3	-12%	-4%[57.1 µM]
Cc1ccc(C)c(Cn2nnc(C(=O)NCc3ccccc3)c2N)c1	0.2	-0.4	27%	6%	21	11%	/	-13%	5%
CCCNC(=O)CS(=O)Cc1nc(-c2cccc(OC)c2)oc1C (configuration not stated)	-1.2	-0.9	-57%	6%	1	-4%	2	-22%	13%[57.1 µM]
CNS(=O)(=O)c1cccc(C(=O)OCC(=O)/C=C2/N(C)c3ccccc3C2(C)C)c1	2.3	1.5	7%	12%	6	45%[activator]	-1	-22%	9%
Cc1ccc(NC(=O)Cn2cncc2-c2ccc([N+](=O)[O-])cc2)cc1C	0.8	1.3	-10%	3%	-8	-3%	-5	-24%	-12%
CN(CC(=O)Nc1ccccc1Cl)C(=O)c1ccc(COc2ccccc2)cc1	-0.7	0.3	5%	1%	-1	3%	-5	-9%	-10%
O=[N+]([O-])c1ccccc1Oc1ccc(C(F)(F)F)cn1	-1.6	-1.3	17%	0%	-5	7%	1	-12%	0%
CC(=O)Nc1ccc(NC(=O)C2(c3cccs3)CCOCC2)cc1	-0.2	0.2	-4%[57.1 µM]	?	2	-3%	/	-26%	-8%[57.1 µM]
CC(=O)CC(C)(C)Nc1nc2cc([N+](=O)[O-])ccc2o1	-0.1	-0.2	22%	6%	-6	-1%	-8	-26%	0%
CCOC(=O)c1c(NC(=O)COC(=O)c2ccccn2)sc2c1CCC2	-0.4	-1.5	-15%	0%	2	-5%	1	-22%	-4%
CCCCCCCCN=C1NC(=O)CS1	-0.1	0.9	8%	0%	-4	-2%	2	-17%	1%
CCn1cc(C(=O)N2CCCCC2)c(=O)c2cc(S(=O)(=O)N3CCC(C)CC3)ccc21	0.6	-0.1	-1%	7%	-12	1%	-11	-16%	-5%
N#Cc1cc2c(nc1Cl)CCC2	0.5	1.1	9%	7%	-5	-7%	-22	-9%	1%
COC1CCN(Cc2c(C(=O)N3CCN(C4CCCCC4)CC3)nc3ccccn23)CC1	59*	1.0	-6%	0%	0	-20%	-8	-19%	2%
CC1CCCN(C(=O)CSc2nnc(-c3ccncc3)n2C)C1 (configuration not stated)	0.2	-0.3	22%	-2%	4	0%	11	-24%	5%
c1ccc(CSc2ccc(-c3ccccn3)nn2)nc1	-0.1	-0.2	12%[57.1 µM]	-1%	1	-5%	-4	-14%	2%[57.1 µM]
COc1ccc(Cn2c(C(=O)O)c(CNCc3ccco3)c3ccc(C)cc32)cc1	0.1	0.0	14%	22%	2	-1%	/	-18%	7%
CN(C)S(=O)(=O)c1cccc(-c2nnc(SCc3cc(Cl)cc4c3OCOC4)n2N)c1	0.3	-0.6	-18%	6%	-1	6%	13	-14%	-8%
COc1ccc(-c2cc(C(F)(F)F)nc(S(=O)(=O)CCCC(=O)Nc3cccc(O)c3)n2)cc1OC	-0.8&-0.3	-0.5&-1.0	?	9%&4%	-5&-1	5%&2%	6	-8%&3%	-11%[57.1 µM]
O=C1COc2ccc(-c3n[nH]c(=O)c4ccccc34)cc2N1	0.9	-0.6	-5%[57.1 µM]	2%	0	-8%	-5	-6%	-4%[57.1 µM]
CCNC(=S)NNC(=O)c1cc(-c2cc(C)ccc2C)nc2ccccc12	-1.5	-0.6	?	1%	10	-2%	-12	-21%	-2%[57.1 µM]
Cc1ccc(CCNC(=O)c2c(C)oc3ncn(CC(C)C)c(=O)c23)cc1	0.4	-1.4	-4%	3%	13	9%	/	3%	-15%
O=C(Nc1ccon1)c1ccccc1F	0.6	0.4	14%	11%	-3	-8%	4	-12%	6%
Cn1cnc([N+](=O)[O-])c1SCC(O)CCl (configuration not stated)	0.2	-0.1	0%	5%	-4	-11%	-4	-12%	3%
CCCN1C(=S)SC(C)(C)C1/[N+]([O-])=C/c1ccc(S(=O)(=O)NC)cc1 (configuration not stated)	/	0.0	-2%	18%	-7	8%	/	2%	-15%
O=C(O)C1Cn2c(nc3c(c2=O)C2(CCCC2)Cc2ccccc2-3)S1 (configuration not stated)	/	0.5	12%	-10%	2	6%	/	-2%	7%
O=C(O)CCCNS(=O)(=O)c1ccc(Br)s1	0.1	0.3	19%	-1%	0	-6%	-3	8%	7%
O=c1[nH]c(=S)[nH]cc1Oc1ccc(Cl)cc1	/	/	-20%	7%	/	-2%	/	-12%	-5%
CCN(CC)S(=O)(=O)c1ccc2c(c1)nc(CCC(=O)O)n2C	0.2	-0.1	21%	-2%	-4	4%	12	?	10%
CC1CCCC(C)N1C(=O)COC(=O)c1cc([N+](=O)[O-])ccc1N1CCOCC1 (configuration not stated)	0.3	0.3	11%	7%	0	0%	5	-13%	-1%
O=C1NC(=S)S/C1=C\c1cc(Cl)cc(Cl)c1O	/	/	?	-3%	/	20%	/	?	-22%
Fc1ccc(CNC(=S)Nc2cccc(C(F)(F)F)c2)cc1	-1.6	0.2	4%[57.1 µM]	5%	8	-3%	-2	-3%	-6%
CCCCN(CCCC)CCNC(=O)c1ccc2nc(-c3ccccc3NC(C)=O)c(=O)[nH]c2c1	0.0	0.2	-1%	0%	7	-2%	4	-21%	0%
CC1CCN(S(=O)(=O)c2cc(Br)cc(C(=O)NC3=NCCS3)c2)CC1	-0.2	0.1	1%	-5%	-11	1%	5	-15%	-5%
COc1cccc2nc3cc(C)c(C)cc3nc12	-1.0	-1.6	?	13%	-28	0%	-7	?	?
Cn1c(N)c(N2CCCCC2)c(=O)n(CC(=O)Nc2cccc(C#N)c2)c1=O	/	/	9%[57.1 µM]	1%	/	-1%	/	?	4%
